# C-LANA FP = inhibitors of KSHV C-LANA binding to DNA, primary screen, biochemical, fluorescence polarization, FAM-LBS DNA, MBP-C-LANA, single point. inhibition, % at 9 µM. 340,000 compounds, 0.078% hits. Kaposi's sarcoma herpesvirus LANA C-terminal domain (residues 932-1162) DNA binding;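 active = highest replicate inhibition at or above 60% at 9 µM, even if other replicates fall short; inactive = all replicates below 60% inhibition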;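 note: 0% = neutral control wells and 100% = 4 µM acridine orange control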
# Arrestin-AP2 inh = inhibitors of beta-arrestin/AP2 binding, primary screen, biochemical, GPCR trafficking, flow cytometry. inhibition, % at 10 µM. 340,000 compounds, 0.31% hits. AID 504490, 2011. FITC-arrestin peptide / GST-AP2 beads; AP2 beta2 appendage carries R879A mutation;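 active = inhibition above a set limit, near 3 SD of compounds lacking own fluorescence, cut at about 54% in these data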;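 note: plate controls were DMSO wells for no effect and 5 µM unlabelled arrestin peptide for full effect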
#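 Assay system: GST-AP2 R879A bound to glutathione beads, E. coli-expressed; Medium: PBS with 0.05% Tween 20 and 0.1% BSA; Also added: fluorescein-tagged arrestin peptide at 50 nM final; Timing: 12 min plus 1 h, RT; Measured by: flow cytometry, FL1 (488/535 nm); Evaluation: percent drop in bead-associated FITC signal.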
# RTF Ca sens inh = cardiac RTF calcium sensitivity inhibitors, primary screen, biochemical, IANBD-TnC fluorescence, EC70 calcium; IANBD-labeled cardiac RTF, Ca2+ fluorescence; inhibition, % at 7.15 µM; 340,000 compounds, 0.12% hits; AID 493244, 2011;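 active = inhibition above the mean inhibition of all tested compounds plus 3 SD, cut at about 17% in these data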;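 note: assay run at fixed EC70 calcium of 1.6 mM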
# NSD2 HMT inh = NSD2 histone methyltransferase inhibitors, primary screen, biochemical, AlphaScreen, single concentration, set 2; Histone-lysine N-methyltransferase NSD2 (Homo sapiens), O96028; NSD2 peptide methylation, 120 min; inhibition, % at 12.5 µM; 310,000 compounds, 0.54% hits; in the data active = inhibition above about 50%
# PvdQ acylase = P. aeruginosa PvdQ acylase inhibitors, primary screen, biochemical, fluorescence, plate reader and imaging, single point; inhibition, % at 10 µM; PvdQ acylase [Pseudomonas aeruginosa LESB58]; 340,000 compounds, 0.063% hits; purified PvdQ acylase; in the data active = inhibition above about 30%, passing the limit was not always enough;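 note: 0% = vehicle neutral wells and 100% = reference inhibitor wells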
# DAGLB inh = DAGLB lipase inhibitors, primary screen, biochemical, fluorescence, HTS | Diacylglycerol lipase-beta (Homo sapiens), Q8NCG7 | HEK293T DAGLB membrane lysate, EnzChek fluorogenic substrate | inhibition, % at 5.17 µM | 340,000 compounds, 0.059% hits; in the data active = inhibition above about 34%;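 note: 0% = enzyme with vehicle and 100% = wells lacking enzyme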
# SR-BI DiI inh = inhibitors of SR-BI mediated HDL lipid uptake, primary screen, ldlA[mSR-BI] cells, fluorescence, single point; Scavenger receptor class B member 1 (Mus musculus), Q61009; ldlA[mSR-BI] CHO cells, DiI-HDL uptake fluorescence, 3 h; inhibition, % at 12.5 µM; 320,000 compounds, 0.96% hits;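 active = mean replicate inhibition of at least 70% and a set share of replicates each scoring 70 or more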;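 note: 0% = median of neutral control wells and 100% = median of positive control wells; values of inactives mirror those of a sister screen read the other way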
# Target sequence (Q61009 whole entry, looked up): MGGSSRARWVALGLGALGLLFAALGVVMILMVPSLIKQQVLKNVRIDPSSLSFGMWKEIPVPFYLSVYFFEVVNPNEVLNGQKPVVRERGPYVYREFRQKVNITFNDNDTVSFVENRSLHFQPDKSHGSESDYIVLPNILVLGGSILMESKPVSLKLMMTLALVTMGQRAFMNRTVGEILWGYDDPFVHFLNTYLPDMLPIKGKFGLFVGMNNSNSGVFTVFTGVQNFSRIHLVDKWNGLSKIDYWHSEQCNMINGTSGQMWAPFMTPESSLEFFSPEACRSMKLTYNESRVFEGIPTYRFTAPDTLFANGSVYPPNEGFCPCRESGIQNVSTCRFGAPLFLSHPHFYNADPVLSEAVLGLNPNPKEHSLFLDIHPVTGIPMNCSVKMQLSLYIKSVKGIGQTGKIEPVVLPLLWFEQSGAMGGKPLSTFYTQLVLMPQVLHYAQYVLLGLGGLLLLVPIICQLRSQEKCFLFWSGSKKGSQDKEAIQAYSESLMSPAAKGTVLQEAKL
# PKA-R2B activ = activators of PKA-R2B holoenzyme, primary screen, biochemical, fluorescence polarization, Cy5-IP20, human; cAMP-dependent protein kinase catalytic subunit beta (Homo sapiens) + cAMP-dependent …; activation, % at 11.4 µM; PKA-R2B holoenzyme dissociation; R2B truncated from residue 108, S112A mutant; 0% DMSO only, 100% 113 µM cGMP; AID 504700, 2011; 340,000 compounds, 0.079% hits;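 active = activation above a cutoff set at the mean over all compounds plus 3 SD, cut at about 18% in these data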;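 note: higher means more holoenzyme dissociation and a rise in polarization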
# Target sequence (P31323 whole entry, looked up, other chains not shown, the tested form may be a part): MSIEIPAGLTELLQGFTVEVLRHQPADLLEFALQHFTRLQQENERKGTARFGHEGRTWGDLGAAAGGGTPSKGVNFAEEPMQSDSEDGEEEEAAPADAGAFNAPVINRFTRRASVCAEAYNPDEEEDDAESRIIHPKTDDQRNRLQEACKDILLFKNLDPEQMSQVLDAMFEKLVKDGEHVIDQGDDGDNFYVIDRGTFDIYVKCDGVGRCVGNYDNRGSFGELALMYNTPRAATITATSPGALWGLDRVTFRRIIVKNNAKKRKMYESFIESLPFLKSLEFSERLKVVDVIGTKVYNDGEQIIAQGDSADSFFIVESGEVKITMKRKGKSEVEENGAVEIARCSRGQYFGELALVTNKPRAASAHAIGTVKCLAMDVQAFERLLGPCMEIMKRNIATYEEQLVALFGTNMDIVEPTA
# SR-BI uptake up = activators of SR-BI mediated DiI-HDL uptake, primary screen, ldlA[mSR-BI] CHO cells, DiI fluorescence. 3 h; 100 = double the neutral-control signal. 320,000 compounds, 0.096% hits. activation, % at 12.5 µM. AID 504775, 2011;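 active = mean replicate activation of at least 60% and every replicate at or above 60%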;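 note: 0% = median plate neutral-control signal and 100% = twice that signal; values of inactives mirror those of a sister screen read the other way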
#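 System: CHO ldlA[mSR-BI] cells / Medium: HEPES-buffered (25 mM, pH 7.4) F12 plus 0.5% BSA / Probe or stimulus: labelled HDL, 10 µg/mL / Doses: single compound concentration, delivered by pin transfer / Schedule: 3 h, 37 °C / Measured by: DiI fluorescence, bottom read / Measure: cell-associated DiI fluorescence as measure of HDL uptake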
# Keap1-Nrf2 PPI = Keap1-Nrf2 protein-protein interaction inhibitors, primary screen, biochemical, fluorescence polarization, single point; Kelch-like ECH-associated protein 1 (Homo sapiens), Q14145; Keap1 Kelch-Nrf2 peptide fluorescence polarization, 1536-well; inhibition, % at 9.4 µM; 340,000 compounds, 0.15% hits; AID 504523, 2011; in the data active = inhibition above about 12%;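 note: human Keap1 Kelch domain with fluorescein labeled Nrf2 9mer peptide probe; 0% = neutral control wells and 100% = peptide positive control; higher means more block of Keap1 binding to Nrf2 peptide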
# The depositor's hits bear a star; . = not tested or not shown.
SMILES,C-LANA FP,Arrestin-AP2 inh,RTF Ca sens inh,NSD2 HMT inh,PvdQ acylase,DAGLB inh,SR-BI DiI inh,PKA-R2B activ,SR-BI uptake up,Keap1-Nrf2 PPI
CC(C)c1ccc(-c2cc(C(=O)NN3CCN(C)CC3)c3ccccc3n2)cc1,0.1,-4,-2,2,-10,-1,19,1,-19,-7
C/C(=C\c1ccccc1)CN1CCC(C(=O)N2CCCC(C)C2)CC1 (stereo not drawn),-0.2,0,-4,0,-13,-4,-12,-6,12,-4
Cc1ccc(N2NC(C)(c3cccs3)NC2=S)cc1 (stereo not drawn),1.1,-3,-15,0,2,-1,-11,-12,11,-3
CC(C)C[C@H](NC(=O)c1nc[nH]c1C(=O)N1CCNCC1)C(=O)OC(C)(C)C,-2.4,-4,-11,.,12,-3,37,0,-37,2
Clc1cccc(N2CCN(c3nnnn3-c3ccccc3)CC2)c1,-0.8,11,-2,-7,-1,0,-13,-8,13,3
COc1ccc(CNC(=O)COc2ccc(S(=O)(=O)N3CCOCC3)cc2)cc1,-0.7,-10,-17,-4,-14,0,-6,-2,6,1
CN(CC(=O)Nc1ccc(Cl)cc1)C(=O)c1cccc(S(=O)(=O)N2CCN(Cc3ccccc3)CC2)c1,-0.8,4,5,-2,-8,0,-6,3,6,-5
C=CCN=C1S/C(=C\c2ccc(N(C)C)cc2)C(=O)N1CC=C,-1.5,14,-13,2,-11,-11,32,-10,-32,-6
COc1ccc(CCNC(=O)CN(C)S(=O)(=O)c2ccc3nc(C)sc3c2)cc1OC,0.5,-10,-1,0,-5,-3,2,-5,-2,-1
CCOc1ccc(NC(=O)c2ccc(N)cc2)cc1,-0.5,-2,-3,.,1,1,-2,3,2,-2
Cn1c(SCC(=O)OC2CCCCC2)nnc1-c1ccco1,-1.2,-7,-8,1,-13,0,-9,-9,9,-3
NS(=O)(=O)c1ccc(NC(=S)Nc2ccc(S(=O)(=O)N3CCCC3)cc2)cc1,0.3,5,4,0,2,0,7,3,-7,-2
NS(=O)(=O)c1ccc(CCNC(=O)C2CCN(S(=O)(=O)c3ccccc3)CC2)cc1,-0.7,24,-7,0,12,-1,-40,7,40,-2
COC(=O)[C@]1(Cc2ccccc2)N[C@H](c2ccc(SC3CCCCC3)c(OC)c2)[C@@H]2C(=O)N(C)C(=O)[C@@H]21,1.3,-15,-4,.,-9,-7,20,-2,-20,-3
C=CCOc1ccc(/C(O)=C2/C(=O)C(=O)N(CCCn3ccnc3)C2c2cccs2)cc1 (stereo not drawn),-0.1,4,-9,-2,-4,-7,-28,3,28,1
Cn1cnnc1SCC(=O)c1c(N)n(Cc2ccccc2)c(=O)n(C)c1=O,-1.5,-24,.,-2,-13,.,-43,.,43,1
COc1ccc(/C=C/C(=O)NC2CCCCCCC2)cc1S(=O)(=O)N1CCOCC1,0.9,18,-14,0,-5,1,28,-6,-28,-2
COC(=O)c1ccccc1C(=O)N1CCCC(C(=O)c2ccc(OC)c(OC)c2)C1 (stereo not drawn),1.5,-1,2,7,-9,-2,-14,-9,.,-4
Nc1nc(COC(=O)C2CC(=O)N(Cc3ccccc3Cl)C2)nc(Nc2ccccc2)n1 (stereo not drawn),-0.7,-5,-1,1,13,-1,7,-12,-7,-4
Cc1cc(C)c2c(N)c(C(=O)c3ccccc3)oc2n1,-1.3,1,0,.,-3,-2,-16,-4,16,2
CCOC(=O)c1ccc2c(c1)nc(C1CCN(S(=O)(=O)c3cccs3)CC1)n2CC,0.0,-1,-8,-1,2,-3,21,-5,-21,-3
Cc1ccc(C(=O)N/C(=C\c2cn(S(=O)(=O)N(C)C)c3ccccc23)C(=O)NCCCn2ccnc2)cc1,0.3,-6,-14,4,-11,-1,-13,-9,13,-2
Nc1nc(-c2cccc(NS(=O)(=O)c3ccccc3)c2)cs1,-0.5,-6,-10,11,-6,2,6,4,-6,-4
COc1cc(C=O)ccc1OCc1cn(CC(=O)c2ccc(O)cc2)nn1,0.8,22,1,.,-10,-1,13,1,-13,1
O=C(N/N=C\C=C\c1ccc2c(c1)OCO2)C1COc2cc3ccccc3cc2O1 (stereo not drawn),-0.6,23,0,0,5,-3,3,-13,-3,-3
CC1CCCCC1NC(=O)c1ccc(S(=O)(=O)N2CCCC2)cc1 (stereo not drawn),1.2,-4,-5,0,-8,-1,.,3,.,-7
Cc1cc(Cl)c(S(=O)(=O)NCC2CCCO2)cc1OCC(=O)NC1CCCCC1 (stereo not drawn),-0.6,3,-4,-2,-9,1,-7,-1,7,-6
O=C(Nc1c2c(nc3ccccc13)CCCC2)c1ccccc1F,0.4,-6,-1,-3,-7,1,-19,-11,19,-2
Cc1cc(NC(=O)COC(=O)CC2CCCC2)c([N+](=O)[O-])cc1C,0.9,34,-8,2,22,-13,-3,-10,3,4
Cc1cccc(NC(=O)C(=O)NCc2ccc3c(c2)OCO3)c1C,-1.5,12,-7,1,-3,-3,6,2,-6,3
O=C(NCc1ccncc1)C(=O)N/N=C/c1ccccc1OCc1ccccc1,0.8,-11,-6,-13,-11,-3,43,5,-43,-4
CCN1CCN(c2ccc(S(=O)(=O)N3CCCCC3)cc2NC(=O)/C=C/c2ccc(Cl)cc2)CC1,0.5,9,-8,4,-8,1,-32,2,32,0
COc1cccc(NC(=O)CN(C)C(=O)C(CCSC)NC(=O)c2ccco2)c1 (stereo not drawn),1.3,-4,0,-1,1,1,-1,-6,1,-1
COc1ccccc1-c1nn(-c2ccccc2)cc1C(=O)N1CCN(C(=O)c2ccco2)CC1,-0.8,2,-3,0,-2,-3,-12,-1,12,-6
CN(CC(=O)Nc1ccccc1Cl)C(=O)c1cc(=O)[nH]c2ccccc12,-1.6,27,-16,1,-4,3,2,3,-2,-2
Cc1ccc(N(CC(=O)NC2CC3CCC2C3)S(C)(=O)=O)cc1C (stereo not drawn),-0.3,-2,2,-3,4,-2,-22,1,22,1
CN1CCN(c2ccccc2NC(=O)c2ccc(-c3ccccc3)cc2)CC1,1.5,4,-4,3,-7,-2,-20,1,20,5
CC(Sc1nncn1C)C(=O)Nc1ccccc1-c1ccccc1 (stereo not drawn),0.0,7,1,-1,6,3,-7,0,7,-2
COc1ccc(S(=O)(=O)Cc2ccc(C(=O)NC3CCCCC3)o2)cc1,1.4,9,-5,40,3,-1,4,0,-4,-3
COc1cccc(OCC(=O)NNC(=O)C(=O)Nc2cccc(C)c2)c1,0.4,-6,9,-5,-12,3,1,-6,-1,-9
COc1ccc(/C=C/C(=O)NCCSCc2ccco2)cc1,0.2,12,-18,0,-8,-2,28,4,-28,-4
CCCC[C@@H]1CN=C(N)N1CCc1cccc(F)c1,0.7,2,-2,.,-3,5,-1,-14,1,0
O=C(COc1ccccc1[N+](=O)[O-])NCc1cccnc1,-2.4,4,2,-2,-1,2,0,-2,0,-2
O=C(OCc1ccc2c(c1)OCO2)c1ccc(S(=O)(=O)N2CCCCC2)cc1,-0.2,0,3,-2,-16,-3,.,-2,.,0
Cc1ccsc1/C=N/Nc1ccc(F)cc1F,2.4,2,-10,5,-17,-5,34,-8,-34,-1

# Given with the structure last: part of the list above.
C-LANA FP,Arrestin-AP2 inh,RTF Ca sens inh,NSD2 HMT inh,PvdQ acylase,DAGLB inh,SR-BI DiI inh,PKA-R2B activ,SR-BI uptake up,Keap1-Nrf2 PPI,Compound
0.4,-6,9,-5,-12,3,1,-6,-1,-9,COc1cccc(OCC(=O)NNC(=O)C(=O)Nc2cccc(C)c2)c1
0.2,12,-18,0,-8,-2,28,4,-28,-4,COc1ccc(/C=C/C(=O)NCCSCc2ccco2)cc1

# New compounds follow.
SMILES,C-LANA FP,Arrestin-AP2 inh,RTF Ca sens inh,NSD2 HMT inh,PvdQ acylase,DAGLB inh,SR-BI DiI inh,PKA-R2B activ,SR-BI uptake up,Keap1-Nrf2 PPI
CSC1=C(C#N)C(c2ccncc2)C(C(=O)Nc2ccccc2)=C(C)N1 (stereo not drawn),1.2,-7,-2,-6,-13,1,-5,5,5,-3
COc1ccc(/C=C2/C(=O)N(c3cccc(F)c3)N=C2C)c(OC)c1,11,2,4,5,2,0,44,-5,-44,-4
CN(CCC1CCOCC1)C(=O)CC1C(=O)NCCN1CC1CCCCC1 (stereo not drawn),0.1,-6,1,-1,3,-2,-8,-3,8,-4
C/C(=N/NC(=O)c1ccccc1)c1ccc(NC(=O)C(F)(F)F)cc1,-1.6,3,-5,-2,-14,0,12,4,-12,-2
CC(O)(C#CCN1CCOCC1)c1ccccc1 (stereo not drawn),3.2,-3,3,2,-7,-2,7,-9,-7,0
CCn1c(NCc2cccc(OC)c2OC)nc2ccccc21,-0.2,-2,-8,-2,-13,-3,18,-1,-18,1
O=C(Nc1ccc(Cc2ccncc2)cc1)c1ccc(N2CCOCC2)c([N+](=O)[O-])c1,0.4,-5,0,1,-8,4,25,-2,-25,0
CCN(CC(=O)NCc1cccs1)C(=O)c1ccccc1Cl,-0.1,-24,1,-2,-22,0,-19,1,19,0
COC1CC(C)C(OC)c2cc(O)cc(c2O)NC(=O)C(C)=CC=CC(C)C(OC(N)=O)C(C)=CC(C)C1OC (stereo not drawn),2.0,-1,-3,5,0,4,-5,-6,5,-25
COC(C[C@@H](O)[C@H](C)[C@@H](O)COCc1ccccc1)OC,0.3,-1,5,.,-5,1,-5,-4,5,-5
COc1ccc(/C=C(/NC(=O)c2ccccc2)C(=O)N2CCOCC2)cc1OC,1.0,-4,-5,12,-11,-2,.,7,.,-6
CC(C)n1c(O)c(N=NC(=O)c2ccccc2NS(=O)(=O)c2cccs2)c2ccccc21,-0.7,-1,-5,-1,-7,5,14,10,-14,-6
COc1ccccc1NC(=O)NC1(C(=O)N2CCC(O)CC2)CCCCC1,-0.1,1,-4,-3,-11,0,-9,4,9,-2
CC(=O)Oc1ccccc1C(=O)OCCN=C1NS(=O)(=O)c2ccccc21,-0.6,-6,-12,-2,-14,1,.,-9,.,-6
O=C(Nc1ccccc1Cl)c1cccc(COc2cc(Cl)ccc2Cl)c1,0.3,-10,2,-3,-4,-15,.,-8,.,-3

# Compounds were not picked by outcome; any-hit rate near 2.1%.
